Screening results: PubChem, Broad Institute
TcdB inh: TcdB glycohydrolase inhibition; P18177; inhibition, % at 9.99 µM; 350,000 compounds, 0.24% hits; TcdB glycohydrolase enzymatic assay, plate reader; in the data active = inhibition above about 10%
Numbers without * were called inactive; & = joins results of further samples.

Structure,TcdB inh
CCNC(=O)C[C@H]1CC[C@@H](NS(=O)(=O)c2ccc(C)cc2)[C@H](CO)O1,1.5
O=C(C[C@H]1CC[C@@H](NC(=O)CN2CCOCC2)[C@H](CO)O1)NC1CCC1,0.1
C[C@@H]1CN([C@@H](C)CO)C(=O)c2cc(NC(=O)Nc3ccccc3)ccc2O[C@H]1CN(C)S(=O)(=O)c1ccc(Cl)cc1,0.5
O=C(C[C@@H]1CC[C@H]2[C@@H](COC[C@@H](O)CN2S(=O)(=O)c2cccc(F)c2)O1)NCCCN1CCOCC1,1.5
C[C@H]1CCCCO[C@H](CN(C)Cc2ccc3c(c2)OCO3)[C@@H](C)CN([C@@H](C)CO)C(=O)c2cc(NC(=O)CCCN(C)C)ccc2O1,2.0
C[C@H]1CN([C@@H](C)CO)C(=O)c2cccc(NC(=O)Nc3ccc(C(F)(F)F)cc3)c2O[C@H]1CN(C)Cc1ccccc1,-1.5
C[C@H](CO)N1C[C@H](C)[C@@H](CN(C)Cc2ccc(C(F)(F)F)cc2)Oc2c(NC(=O)C3CCCCC3)cccc2C1=O,1.4
C[C@H](NC(=O)C[C@@H]1CC[C@@H](NC(=O)C2CCC2)[C@H](CO)O1)c1ccccc1,-0.3
CN(C)CC#Cc1ccc([C@H]2[C@@H](CO)N3CCCCN(C(=O)NC4CCCC4)C[C@@H]23)cc1,-1.4
COc1cccc(-c2ccc(C3[C@@H]4CN(C(=O)c5cnccn5)C[C@H]3N4)cc2)c1 (stereo not given in full),-0.2&0.0
CCCN1C[C@H](C)[C@H](OC)CN(C)C(=O)c2ccc(NC(=O)C3CCOCC3)cc2OC[C@@H]1C,-0.5
COc1ccc(S(=O)(=O)N(C)C[C@H]2Oc3c(NS(C)(=O)=O)cccc3C(=O)N([C@@H](C)CO)C[C@@H]2C)cc1,-0.4
C[C@H]1CN([C@@H](C)CO)S(=O)(=O)c2ccc(C#Cc3ccccc3F)cc2O[C@@H]1CN(C)C(=O)Cc1ccncc1,-2.6
CC(C)C#Cc1cnc2c(c1)C(=O)N([C@H](C)CO)C[C@H](C)[C@H](CN(C)C(=O)CCN1CCCCC1)O2,0.4
COc1ccc(-c2ccc([C@@H]3[C@@H](CO)N4CCCCN(C(=O)NC(C)C)C[C@@H]34)cc2)cc1,4.8
O=C(Cc1ccccc1)N1CC[C@@H]2[C@H](CO)Nc3ccc(C#Cc4ccccc4)cc3[C@@H]21,-0.4
C[C@H]1CN([C@@H](C)CO)C(=O)c2cc(-c3ccc(F)cc3)cnc2O[C@H]1CN(C)Cc1ccccn1,-0.6
O=C(c1ccc(F)cc1)N(CC1CCC1)C[C@@H]1N[C@H](CO)[C@@H]1c1ccccc1,-6.8
C/C=C/c1ccc([C@@H]2[C@H](CO)N(C(=O)CN(C)C)C23CN(C(=O)C2CCCC2)C3)cc1,-1.6
C=CC[C@@]1(C(=O)N2CCCCC2)N=C(c2ccc(OCCCO)cc2)O[C@@H]1c1ccccc1,2.3

Brought forward from above: 7 compounds; new compounds follow.
Structure,TcdB inh
CC(C)C#Cc1cnc2c(c1)C(=O)N([C@H](C)CO)C[C@H](C)[C@H](CN(C)C(=O)CCN1CCCCC1)O2,0.4
COc1ccc(-c2ccc([C@@H]3[C@@H](CO)N4CCCCN(C(=O)NC(C)C)C[C@@H]34)cc2)cc1,4.8
O=C(Cc1ccccc1)N1CC[C@@H]2[C@H](CO)Nc3ccc(C#Cc4ccccc4)cc3[C@@H]21,-0.4
C[C@H]1CN([C@@H](C)CO)C(=O)c2cc(-c3ccc(F)cc3)cnc2O[C@H]1CN(C)Cc1ccccn1,-0.6
O=C(c1ccc(F)cc1)N(CC1CCC1)C[C@@H]1N[C@H](CO)[C@@H]1c1ccccc1,-6.8
C/C=C/c1ccc([C@@H]2[C@H](CO)N(C(=O)CN(C)C)C23CN(C(=O)C2CCCC2)C3)cc1,-1.6
C=CC[C@@]1(C(=O)N2CCCCC2)N=C(c2ccc(OCCCO)cc2)O[C@@H]1c1ccccc1,2.3
O=C(NCC[C@@H]1CC[C@H](NC(=O)C2CCCC2)[C@H](CO)O1)c1cc(Cl)cc(Cl)c1,-0.1
CN1c2ccc(-c3cccc(F)c3)cc2[C@@H]2[C@@H](CCN2S(=O)(=O)c2cccc(F)c2)[C@H]1CO,0.2
C[C@@H]1CN([C@H](C)CO)C(=O)c2cc(NC(=O)Cn3cnnn3)ccc2O[C@@H]1CN(C)CC1CC1,0.5
O=C(N[C@H]1CC[C@@H](CCNS(=O)(=O)Cc2ccccc2)O[C@H]1CO)c1ccccc1F,-1.0
COc1ccccc1CNC(=O)C[C@@H]1C[C@@H]2c3cc(NC(=O)c4cccnc4)ccc3O[C@@H]2[C@H](CO)O1,0.7
COc1ccc2c3c(n(C)c2c1)[C@@H](CO)N(C(=O)Nc1ccc(F)cc1)CC31CCN(C(=O)NC2CCCC2)CC1,0.1
COc1ccc(CN(C)C[C@@H]2Oc3c(NS(C)(=O)=O)cccc3C(=O)N([C@H](C)CO)C[C@H]2C)cc1,1.5
CCCC#Cc1ccc2c(c1)O[C@H](CN(C)C(=O)c1cnccn1)[C@@H](C)CN([C@@H](C)CO)S2(=O)=O,0.4
Cc1ccc(F)cc1S(=O)(=O)N[C@@H]1CCN(Cc2cccc3[nH]ccc23)C1,-0.8
C[C@@H]1CN([C@H](C)CO)C(=O)Cc2cc(NC(=O)Nc3ccc4c(c3)OCO4)ccc2O[C@@H]1CN(C)Cc1ccc(C(=O)O)cc1,-0.8
O=C([C@H]1[C@H](CO)[C@H]2Cn3c(ccc(-c4cccnc4)c3=O)[C@@H]1N2Cc1cccnc1)N1CCOCC1,-0.9
Cc1noc(C)c1NC(=O)N(C)C[C@@H]1Oc2ncc(C#CC3CCCC3)cc2C(=O)N([C@H](C)CO)C[C@@H]1C,0.8
COc1ccc(CN(C)C[C@@H]2OCCCC[C@H](C)Oc3ccc(NC(=O)C4CCCCC4)cc3C(=O)N([C@@H](C)CO)C[C@@H]2C)cc1,-1.1
CO[C@@H]1CN(C)C(=O)c2cc(NC(=O)c3ccccc3)ccc2OC[C@@H](C)N(C(C)=O)C[C@H]1C,-1.5
CO[C@H]1CN(C)C(=O)c2cc(NS(=O)(=O)c3ccc(Oc4ccccc4)cc3)ccc2OC[C@@H](C)NC[C@H]1C,-6.8
Cc1ccc(S(=O)(=O)N(C)C[C@H]2Oc3c(NC(=O)Nc4ccccc4)cccc3C(=O)N([C@H](C)CO)C[C@H]2C)cc1,0.6
C[C@@H]1CN([C@@H](C)CO)C(=O)c2cc(NC(=O)NC3CCCCC3)ccc2O[C@@H](C)CCCCO[C@H]1CN(C)C(=O)Nc1ccccc1,1.0
C[C@H]1CN([C@@H](C)CO)C(=O)c2cc(NC(=O)c3ccncc3)ccc2O[C@H]1CN(C)S(=O)(=O)c1ccc(Cl)cc1,1.1
CCS(=O)(=O)N1CCC2(CC1)CN(C(=O)c1ccc(F)cc1)[C@H](CO)c1c2c2ccc(OC)cc2n1C,0.4
N#C[C@@H]1[C@@H](c2ccc(C#Cc3cccc(F)c3)cc2)[C@H](CO)N1C(=O)C1CCOCC1,-4.1

Grouped by structure: the entries above containing a CF3 group (2)
Structure,TcdB inh
C[C@H]1CN([C@@H](C)CO)C(=O)c2cccc(NC(=O)Nc3ccc(C(F)(F)F)cc3)c2O[C@H]1CN(C)Cc1ccccc1,-1.5
C[C@H](CO)N1C[C@H](C)[C@@H](CN(C)Cc2ccc(C(F)(F)F)cc2)Oc2c(NC(=O)C3CCCCC3)cccc2C1=O,1.4

(continued)
> COc1ccc(S(=O)(=O)N(C)C[C@@H]2Oc3c(NC(=O)CCCCCC(=O)Nc4ccccc4N)cccc3C(=O)N([C@@H](C)CO)C[C@@H]2C)cc1
  TcdB inh: -2.2
> Cc1ccc(OC(=O)N(C)C[C@H]2OCc3ccccc3-c3c(n(C)c4ccccc34)C(=O)N([C@H](C)CO)C[C@H]2C)cc1
  TcdB inh: -1.4
> COc1ccc([Si](C)(C)[C@H]2[C@H](CCO)O[C@@]3(C(=O)N4c5c(cc(OC)cc53)C(C)=CC4(C)C)[C@@H]2C)cc1
  TcdB inh: 0.7
> COc1ccc(S(=O)(=O)Nc2ccc3c(c2)CC(=O)N([C@H](C)CO)C[C@H](C)[C@H](CN(C)C(=O)Nc2cccc4ccccc24)O3)cc1
  TcdB inh: 0.2
> O=C(C[C@@H]1C[C@H]2c3cc(NS(=O)(=O)c4ccc(F)cc4)ccc3O[C@H]2[C@H](CO)O1)NC1CCCC1
  TcdB inh: -0.4
> CO[C@H]1CN(C)C(=O)c2cc(NC(=O)NC(C)C)ccc2OC[C@@H](C)N(C(=O)CC2CC2)C[C@@H]1C
  TcdB inh: -0.6
> O=C(NCC1CCCCC1)[C@H]1N[C@H]2c3ccc(C4=CCCCC4)c(=O)n3C[C@H]2[C@@H]1CO
  TcdB inh: -0.1
> N#C[C@H]1[C@H](c2ccccc2)[C@@H](CO)N1C(=O)Cc1ccccc1
  TcdB inh: -0.2
> CNC[C@H]1Oc2ccc(NC(=O)Nc3ccc(OC)cc3)cc2C(=O)N([C@H](C)CO)C[C@@H]1C
  TcdB inh: -0.8
> COc1ccc2c3c([nH]c2c1)[C@@H](CO)NCC31CN(C(=O)Nc2ccc3c(c2)OCO3)C1
  TcdB inh: 0.1

> C[C@H]1CCCCO[C@@H](CN(C)Cc2ccc(C(F)(F)F)cc2)[C@@H](C)CN([C@@H](C)CO)C(=O)c2cc(N(C)C)ccc2O1
  TcdB inh: -11
> C[C@H]1CN([C@@H](C)CO)C(=O)c2cc(-c3ccc(C(=O)N(C)C)cc3)cnc2O[C@H]1CN(C)Cc1ccc(C(=O)O)cc1
  TcdB inh: -0.3
> Cc1ccc(-c2cnc3c(c2)C(=O)N([C@H](C)CO)C[C@@H](C)[C@H](CN(C)C(=O)c2ccc(F)cc2)O3)cc1
  TcdB inh: 1.1
> Cc1noc(C)c1S(=O)(=O)N(C)C[C@H]1Oc2c(NS(=O)(=O)c3ccccc3)cccc2C(=O)N([C@@H](C)CO)C[C@H]1C
  TcdB inh: 0.4
> COc1ccc(NC(=O)Nc2ccc3c(c2)[C@@H]2C[C@@H](CC(=O)NCC4CC4)O[C@@H](CO)[C@@H]2O3)cc1
  TcdB inh: -2.3
> CNC[C@@H]1Oc2c(NC(=O)c3cc(C)nn3C)cccc2C(=O)N([C@H](C)CO)C[C@H]1C
  TcdB inh: 0.2
> CNC[C@@H]1Oc2c(NS(=O)(=O)c3ccc(F)cc3)cccc2C(=O)N([C@H](C)CO)C[C@H]1C
  TcdB inh: -10
> O=C(C[C@@H]1CC[C@H]2[C@@H](COC[C@@H](O)CN2Cc2ccc3c(c2)OCO3)O1)N1CCCCC1
  TcdB inh: -1.1
> O=C1CNC[C@H]2[C@@H](c3ccc(-c4ccccc4F)cc3)[C@@H](CO)N12
  TcdB inh: 0.5
> C/C=C/c1ccc2c(c1)O[C@H](CN(C)C(=O)c1cnccn1)[C@@H](C)CN([C@@H](C)CO)S2(=O)=O
  TcdB inh: -0.8

> Cc1ccccc1-c1cnc2c(c1)C(=O)N([C@@H](C)CO)C[C@H](C)[C@@H](CN(C)Cc1cncnc1)O2
  TcdB inh: -5.8
> COc1ccccc1CNC(=O)C[C@@H]1CC[C@H]2[C@H](COc3ccc(NC(=O)Nc4ccc(F)c(F)c4)cc3C(=O)N2C)O1
  TcdB inh: 0.9
> C[C@@H]1CCCCO[C@H](CN(C)C(=O)CCC(F)(F)F)[C@@H](C)CN([C@H](C)CO)C(=O)c2cc(NC(=O)NC3CCCCC3)ccc2O1
  TcdB inh: 0.0
> O=C(NC1CCCCC1)[C@H]1[C@H](CO)[C@H]2Cn3c(cccc3=O)[C@H]2N1CC1CCCC1
  TcdB inh: 0.1
> O=C(N[C@H]1CC[C@@H](CCNC(=O)C2CCC2)O[C@H]1CO)c1ccccn1
  TcdB inh: -0.9
> C[C@H]1CN([C@@H](C)CO)C(=O)Cc2cc(NC(=O)Nc3ccc4c(c3)OCO4)ccc2O[C@H]1CN(C)Cc1ccc(C(=O)O)cc1
  TcdB inh: -0.3
> CO[C@H]1CN(C)C(=O)c2cc(NC(=O)CC(F)(F)F)ccc2OC[C@H](C)N(C(=O)c2ccccc2F)C[C@H]1C
  TcdB inh: -0.8
> C[C@@H]1CCCCO[C@H](CN(C)Cc2ccc3c(c2)OCO3)[C@H](C)CN([C@H](C)CO)C(=O)c2cc(NC(=O)c3ccccc3)ccc2O1
  TcdB inh: -2.5
> CN1c2ccc(-c3cccc(F)c3)cc2[C@@H]2[C@@H](CCN2C(=O)c2ccccc2F)[C@H]1CO
  TcdB inh: -0.4
> COc1ccc(-c2ccc([C@@H]3[C@H](C#N)N(C(=O)C4CC4)[C@H]3CO)cc2)cc1
  TcdB inh: -18

> C[C@H](CO)N1C[C@H](C)[C@H](CN(C)CC2CCCCC2)Oc2ccc(NC(=O)C3CC3)cc2C1=O
  TcdB inh: -0.8
> C[C@H](CO)N1C[C@H](C)[C@H](CN(C)C(=O)Nc2cccc3ccccc23)Oc2c(NC(=O)c3nc4ccccc4s3)cccc2C1=O
  TcdB inh: 0.1
> COc1ccccc1-c1ccc2c(c1)[C@H]1[C@H](CCN1C(=O)C1CC1)[C@@H](CO)N2
  TcdB inh: 5.1
> O=C(C[C@@H]1CC[C@H]2[C@@H](COC[C@H](O)CN2C(=O)Nc2cccc(F)c2)O1)NCc1ccccc1F
  TcdB inh: -8.8
> CCC(=O)N1CCCCN2[C@H](CO)[C@H](c3ccc(-c4cccc(C#N)c4)cc3)[C@H]2C1
  TcdB inh: -1.0
> CO[C@@H]1CN(C)C(=O)c2ccc(NC(=O)CN(C)C)cc2OC[C@@H](C)N(C(=O)C2CCCCC2)C[C@H]1C
  TcdB inh: 0.3
> CCN1CC(=O)N2[C@@H](CO)[C@H](c3ccc(-c4cccnc4)cc3)[C@@H]2C1
  TcdB inh: -1.2
> O=C(C[C@@H]1C[C@@H]2c3cc(NC(=O)Nc4ccccc4F)ccc3O[C@@H]2[C@@H](CO)O1)NCc1ccccn1
  TcdB inh: -0.9
> COc1ccc2c3c([nH]c2c1)[C@H](CO)N(C(=O)C1CCOCC1)CC31CCN(S(C)(=O)=O)CC1
  TcdB inh: 0.7
> CN1C(=O)c2cc(NC(=O)c3cccs3)ccc2OC[C@H]2O[C@H](CC(=O)O)CC[C@@H]21
  TcdB inh: 0.1
> CO[C@@H]1CN(C)C(=O)c2cc(NS(=O)(=O)c3cccc(F)c3)ccc2OC[C@@H](C)N(Cc2cc(F)ccc2F)C[C@H]1C
  TcdB inh: -2.9
> CN1C(=O)c2cc(NC(=O)c3cccs3)ccc2OC[C@@H]2O[C@@H](CC(=O)O)CC[C@H]21
  TcdB inh: 0.0

Some of the compounds tested, so the mix of outcomes need not match the whole.
